Screens as filed in PubChem.
FUS suppressor – suppressors of FUS proteinopathy in yeast | S. cerevisiae FUS-expressing, growth rescue, OD600, 24 h | 390,000 tested, 0.24% active | AID 1347120 | Potency, µM (highest dose often 76.6 µM), for inactives: at the top dose growth rescue (activation), usual class: activators;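 note: potency is the fitted concentration of half-maximal effect; plate controls were DMSO vehicle for no effect and reference control for full effect; nearly all actives have a fitted effect of over 55% in size; some results filed as inactive show a strong effect at the top dose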
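Yeast expressing FUS under galactose induction, OD 0.005 in 2% galactose medium; compounds in a dilution series, 24 h at 30C. Growth rescue by absorbance at 600 nm; CP55940 positive control, DMSO negative.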
aSyn yeast inh – inhibitors of alpha-synuclein toxicity in yeast; Yeast expressing alpha-synuclein, growth rescue, BacTiter-Glo, 24 h; Potency, µM (titrated, usually from 46.1 µM), for the others: at the highest dose growth rescue (activation), actives largely listed as activators; 370,000 tested, 0.14% active; AID 652106; note: potency is the fitted concentration of half-maximal effect; % of control where 0% means no effect; nearly all actives have a fitted effect of over 65% in size
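Galactose-induced alpha-syn yeast (OD600=0.02, raffinose-pregrown) + pinned cpd, 24 hr, 30 deg C; growth by BacTiter-Glo luminescence. Growth restoration scores as activation.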
Abeta yeast res – A-beta toxicity reversal in yeast; 410,000 tested, 0.063% active; AID 1347071; yeast expressing A-beta42, growth rescue, OD600, 48 h; response scale: 0% DMSO, 100% iron-clioquinol control; Potency, µM (titrated, usually from 46.1 µM), without a hit: at the highest dose growth rescue, most hits filed as activators; note: potency is the fitted concentration of half-maximal effect; nearly all actives have a fitted effect of over 55% in size
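Yeast growth medium received pinned compounds, then yeast cells expressing toxic A-beta were added; plates incubated at 30 C for 48 hr. Growth read as absorbance at 600 nm, normalized to DMSO and equimolar FeCl3 plus clioquinol controls.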
PI5P4K alpha inh – blocks human PI5P4K alpha kinase activity; P48426; PI5P4Kalpha enzyme, ADP-Glo luminescence, 60 min; stronger effect = lower value; max response, %; 330,000 tested, 1.2% active; AID 652105; active = max response of -50% or lower; inconclusive = between -30% and -50%; inactive = -30% or higher; note: value at the top dose of about 77 µM; % is set by controls: 0 for no effect and ±100 for the full control effect
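Single end-point luminescence (ADP-Glo) quantified ADP from PI5P4Kalpha turnover; ATP 5 microM final, 1 h at RT, 0.1% CHAPS and 0.28 mM EGTA in HEPES pH 7.4.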
IL-2 act – IL-2 activation; IL-2 activation reporter assay, cell-based qHTS; stimulated with anti-CD3/CD4/CD28 beads; in transgenic mouse T cells; activation, % (series mostly up to about 46 µM); 360,000 tested, 0.065% active; AID 652025; in the data active = activation above about 50%; inconclusive = mostly about 30% to 49%; note: 0% is about no effect
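Screening format: compound pinned onto unstimulated transgenic mouse T cells, 60 min incubation, then anti-CD3/anti-CD4/anti-CD28 bead stimulation for 18 hours at 37 degrees C, followed by EGFP and DsRed detection.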
PLK1 PBD block – PLK1 (human) polo-box domain binding inhibition | Plk1 PBD binding of FITC phosphopeptide, fluorescence polarization | Potency, µM, for the others: max response, negative = inhibition, hits mostly inhibitors | 360,000 tested, 2.8% active; note: potency is the fitted concentration of half-maximal effect; series mostly up to about 57 µM; % is set by controls: 0 for no effect and ±100 for the full control effect; nearly all actives have a fitted effect of over 65% in size
EPAC1 agonist – agonists of human EPAC1; O95398; EPAC1 agonist qHTS, biochemical assay; response scale: 100% = response to 6.5 mM cAMP; Potency, µM (series often up to 154 µM), inactives show at the highest dose activation, most hits filed as activators; 360,000 tested, 0.073% active; AID 720707; note: potency is the fitted concentration of half-maximal effect; nearly all actives have a fitted effect of over 60% in size
Target sequence (O95398 whole entry, looked up): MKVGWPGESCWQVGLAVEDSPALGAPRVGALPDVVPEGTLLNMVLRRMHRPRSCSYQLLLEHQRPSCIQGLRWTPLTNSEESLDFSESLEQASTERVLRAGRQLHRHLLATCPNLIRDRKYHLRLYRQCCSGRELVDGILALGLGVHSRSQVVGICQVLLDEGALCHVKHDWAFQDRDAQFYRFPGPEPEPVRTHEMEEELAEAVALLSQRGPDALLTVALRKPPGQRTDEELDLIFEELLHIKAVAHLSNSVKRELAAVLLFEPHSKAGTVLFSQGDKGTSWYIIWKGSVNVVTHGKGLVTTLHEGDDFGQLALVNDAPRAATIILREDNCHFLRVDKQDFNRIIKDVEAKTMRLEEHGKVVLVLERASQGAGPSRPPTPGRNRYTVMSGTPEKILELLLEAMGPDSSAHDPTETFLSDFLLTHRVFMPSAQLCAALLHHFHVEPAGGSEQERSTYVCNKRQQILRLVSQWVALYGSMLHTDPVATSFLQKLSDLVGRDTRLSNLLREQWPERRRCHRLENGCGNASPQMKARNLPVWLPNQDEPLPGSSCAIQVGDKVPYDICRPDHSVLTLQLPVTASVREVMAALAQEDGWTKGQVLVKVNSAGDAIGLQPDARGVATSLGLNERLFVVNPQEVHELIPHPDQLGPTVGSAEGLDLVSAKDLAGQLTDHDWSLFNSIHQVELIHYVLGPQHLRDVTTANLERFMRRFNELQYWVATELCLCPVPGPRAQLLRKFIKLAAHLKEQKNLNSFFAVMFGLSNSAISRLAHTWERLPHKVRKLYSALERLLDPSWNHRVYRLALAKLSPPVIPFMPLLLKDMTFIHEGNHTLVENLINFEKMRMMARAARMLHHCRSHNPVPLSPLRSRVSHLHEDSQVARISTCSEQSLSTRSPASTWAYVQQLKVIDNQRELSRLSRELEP
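EPAC1 100 nM, Rap1B–BODIPY-GDP 250 nM, unlabeled GDP 50 uM; compound titration; 5 min RT; kinetic read ex480/em540 at 5-min intervals ×30 min; data normalized to 6.5 mM cAMP agonist control.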
EPAC1 antagonist – antagonists of human EPAC1; O95398; EPAC1 GEF assay, Rap1b-BODIPY-GDP exchange fluorescence; Potency, µM (doses to about 115 µM), inactives show at the top dose activity change, negative = inhibition, actives largely listed as inhibitors; 360,000 tested, 0.14% active; AID 720709;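 note: potency is the fitted concentration of half-maximal effect; plate controls were vehicle for no effect and positive control for full effect; nearly all actives have a fitted effect of over 50% in size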
WRN helicase inh – inhibitors of human WRN helicase | 360,000 tested, 0.46% active | Potency, µM (highest dose often 114 µM), inactives show top-dose activity change, negative = inhibition, most hits filed as inhibitors | Q14191 | WRN helicase unwinding, fluorescent forked duplex, kinetic; note: potency is the fitted concentration of half-maximal effect; % is set by controls: 0 for no effect and ±100 for the full control effect; nearly all actives have a fitted effect of over 55% in size
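Fluorescence dequenching readout, ex 525 nm/em 598 nm, kinetic mode: forked duplex DNA (100 nM final) with adjacent fluorophore and quencher unwound by WRN (20 nM final) with 2 mM ATP. Compound preincubation 15 min, room temperature.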
The depositor's hits bear a star; ? = inconclusive; nt = no result given; [ ] = another dose, or the depositor's remark. Unless noted, calls come from the whole dose curve; as a rule, active = well fitted curve in the direction sought with a large enough effect; inconclusive = small, poorly fitted or top-dose-only effect, or another doubt; inactive = no such curve, though single readings can be large; an effect the other way counts as inactive or inconclusive.

item	Molecule	FUS suppressor	aSyn yeast inh	Abeta yeast res	PI5P4K alpha inh	IL-2 act
1	O=C(c1ccc2ncsc2c1)N1CCN(c2ccccc2Cl)CC1	18%	-1%	-3%	-11	-1.1
2	Cc1nn2c(=O)[nH]cnc2c1Cl	8%	0%	-12%	-59*	0.1
3	c1cn2c(NC3CCCC3)c(-c3ccc(N4CCOCC4)cc3)nc2cn1	13%	6%	6%	-14	-2.2
4	CCc1ccccc1NC(=O)CN(C)C(=O)COC(=O)c1ccccc1Cl	9%	8%	15%	-7	-1.0
5	CN(C)C1(CNC(=O)c2cccc(S(=O)(=O)NCc3ccccc3)c2)CCCCC1	-14%	-6%	0%	-3	0.1
6	Cn1cccc1Cc1nnc(SCC(=O)NCc2ccccc2Cl)n1-c1ccc(F)cc1	17%	9%	-9%	0	-2.9
7	CC(=O)/C=C1\OCc2cc(OCc3ccccc3)ccc21	-3%	3%	-16%	-3	0.0
8	Cc1c(Cl)cccc1NC(=S)NCCCN(C)C	-37%	-1%	11%	-3	0.1
9	CCC(Oc1cccc(C)c1)C(=O)Nc1ccccc1C(=O)N1CCOCC1 (stereo not drawn)	nt	1%	4%	6	2.4
10	CSCCC(NC(=O)COc1ccccc1)C(=O)N1CC(C)OC(C)C1 (stereo not drawn)	-7%	-4%	-14%	3	1.2
11	COc1ccc(CNC(=O)CCS(=O)(=O)Cc2cccc(Cl)c2)c(OC)c1	10%	1%	-4%	3	-1.7
12	O=C(CC1C(=O)N(c2ccccc2)C(=S)N1c1ccccc1)c1ccccc1 (stereo not drawn)	28%	9%	-31%	-2	-0.7

item	PLK1 PBD block	EPAC1 agonist	EPAC1 antagonist	WRN helicase inh
1	?	5%	-6%	-1%
2	-2%	-9%	11%	-4%[11.6 µM]
3	-2%	8%	10%	1%
4	-7%	-5%	-20%	-2%
5	-18%	-4%	-8%	2%
6	-9%	-6%	-8%	2%
7	-7%	3%	-4%	-2%
8	-6%	10%	5%	-4%
9	-9%	4%	3%	-16%
10	-5%	-9%	-1%	-2%
11	-3%	1%	1%	2%
12	-16%	9%	-9%	-3%[11.6 µM]

(listing goes on)
item	Molecule	FUS suppressor	aSyn yeast inh	Abeta yeast res	PI5P4K alpha inh	IL-2 act
13	COc1ccc(CN(C(=O)c2cccs2)c2ccccc2C(=O)O)cc1	-9%	4%	20%	-3	0.8
14	Cc1ccc(S(=O)(=O)N/N=C2/CC(c3ccccc3)Oc3ccccc32)cc1 (stereo not drawn)	?	-3%	14%	5	-1.0
15	Cc1cc(C)cc(SCc2noc(C(=O)NCc3ccccc3)c2C(=O)NCc2ccccc2)c1	-13%	-2%	-24%	5	0.6
16	Cc1csc(-c2nc3ccccc3n2C(C(=O)NC(C)(C)C)c2ccccc2)c1 (stereo not drawn)	44%	1%	9%	-3	0.2
17	Cc1ccnc2nc(C(=O)OCCOc3ccc(F)cc3)nn12	10%	-6%	-15%	4	-1.1
18	C[C@@H]1OC(C2CCCCC2)N(C)[C@H]2C[C@H]3c4[nH]c5ccccc5c4CCN3C[C@@H]12 (stereo partly drawn)	-7%	0%	-17%	17	-0.8
19	Cc1cccc(NC(=S)NC(C)C(c2cccs2)N2CCN(C)CC2)c1C (stereo not drawn)	6%	4%	8%	0	10
20	CCC(CC)N1CCN(C(=O)c2cc(OC)c(OC)c(OC)c2)CC1	-8%	0%	4%	-3	0.2
21	CCCCCC1C(=O)CCC1CC(=O)OC (stereo not drawn)	-16%	-2%	-1%	2	0.6
22	N=c1c2ccccc2nc2n1CCCCC2	-3%	-4%	-2%	6	-4.1
23	Cc1ccc(SCC(=O)OCC(=O)NC2(C#N)CCCCC2)cc1	6%	7%	7%	-1	-1.4
24	O=C(Oc1oc(-c2ccco2)nc1C=Nc1ccccc1)c1ccco1	-1%	7%	-11%	-17	-0.2

item	PLK1 PBD block	EPAC1 agonist	EPAC1 antagonist	WRN helicase inh
13	-9%	-1%	-7%	-3%
14	-11%	14%	-16%	-11%
15	-4%	1%	-10%	2%
16	-6%	-7%	2%	-2%
17	-8%	4%	-7%	-10%
18	-6%	-1%	-18%	-1%
19	?	-4%	10%	-2%
20	3%	8%	-26%	2%
21	-3%	1%	2%	-2%
22	-8%	4%	1%	-4%
23	-4%	8%	15%	-1%
24	3µM*	17%	1%	?

Structural class: the compounds so far containing an aryl methoxy group (3)
item	Molecule	FUS suppressor	aSyn yeast inh	Abeta yeast res	PI5P4K alpha inh	IL-2 act
11	COc1ccc(CNC(=O)CCS(=O)(=O)Cc2cccc(Cl)c2)c(OC)c1	10%	1%	-4%	3	-1.7
13	COc1ccc(CN(C(=O)c2cccs2)c2ccccc2C(=O)O)cc1	-9%	4%	20%	-3	0.8
20	CCC(CC)N1CCN(C(=O)c2cc(OC)c(OC)c(OC)c2)CC1	-8%	0%	4%	-3	0.2

item	PLK1 PBD block	EPAC1 agonist	EPAC1 antagonist	WRN helicase inh
11	-3%	1%	1%	2%
13	-9%	-1%	-7%	-3%
20	3%	8%	-26%	2%

Back to the main list with the three entries that preceded the break.
item	Molecule	FUS suppressor	aSyn yeast inh	Abeta yeast res	PI5P4K alpha inh	IL-2 act
22	N=c1c2ccccc2nc2n1CCCCC2	-3%	-4%	-2%	6	-4.1
23	Cc1ccc(SCC(=O)OCC(=O)NC2(C#N)CCCCC2)cc1	6%	7%	7%	-1	-1.4
24	O=C(Oc1oc(-c2ccco2)nc1C=Nc1ccccc1)c1ccco1	-1%	7%	-11%	-17	-0.2
25	O=C(NCc1ccccn1)C(C(=O)c1cccc([N+](=O)[O-])c1)n1cc(Cl)ccc1=O (stereo not drawn)	17%	3%	-8%	0	0.7
26	COc1ccccc1C(=O)N1CCN(c2cccc(C(F)(F)F)c2)CC1	34%	3%	0%	8	0.0
27	COc1ccc(C2/C(=C(/O)c3ccccc3)C(=O)C(=O)N2c2ncccn2)cc1OC (stereo not drawn)	14%	1%	24%	-4	-0.8
28	CCOc1cc(C(=O)NCc2ccco2)cc(OCC)c1OCC	4%	-1%	6%	3	0.3
29	CO/C([O-])=N/c1c[n+](-c2ccc(Cl)cc2)no1	25%	2%	7%	nt	-1.4
30	Cc1nc2cc(S(=O)(=O)N3CCC(C(=O)O)CC3)ccc2n1C1CCCC1	26%	-7%	-7%	1	-0.1
31	COc1c(C)cccc1C(=O)NC(=S)Nc1ccccc1N1CCCC1	4%	-15%	?	0	-3.9
32	COc1cccc(CN2CCN(S(=O)(=O)c3ccc(Cl)s3)CC2)c1	12%	3%	21%	14	-1.4
33	CCOC(=O)c1sc(NS(=O)(=O)c2ccc(C)cc2)nc1C	23%	21%	10%	nt	0.6
34	COc1ccc(Oc2ccccc2/C=C/C(=O)O)cc1	55%	15%	10%	nt	-2.8
35	Cc1nc2ccc(Nc3ccncc3)cc2s1	-6%	3%	3%	2	0.1
36	Fc1ccccc1CNCc1ccc2c(c1)OCO2	1%	3%	-21%	-4	0.8

item	PLK1 PBD block	EPAC1 agonist	EPAC1 antagonist	WRN helicase inh
22	-8%	4%	1%	-4%
23	-4%	8%	15%	-1%
24	3µM*	17%	1%	?
25	3%	10%	4%	-2%
26	-6%	-12%	-2%	-3%[57.1 µM]
27	-6%	-6%	-1%	-7%
28	?	-5%	-7%	-4%
29	-11%	4%	-8%	4%
30	-7%	3%	-2%	-2%
31	-16%	5%	16%	9%
32	-4%	20%	-8%	-9%
33	-3%	-8%	-1%	-5%
34	-9%	6%	-11%	-17%
35	-1%	7%	-8%	-5%
36	-1%	-2%	-8%	8%

Other entries.
item	Molecule	FUS suppressor	aSyn yeast inh	Abeta yeast res	PI5P4K alpha inh	IL-2 act
37	CCCCC(CC)CNC(=O)c1ncn[nH]1 (stereo not drawn)	-32%	5%	-4%	1	-0.9
38	COc1ccc(Cl)cc1-c1cc(C(=O)NCc2ccccc2)[nH]n1	?	8%	-24%	-9	-0.5
39	CCOc1cc(C(=O)OCc2ccc([N+](=O)[O-])cc2)ccc1OCC(=O)N1CCOCC1	32%	-4%	-3%	2	-3.8
40	Cc1ccc(NC(=O)COC(=O)/C=C/c2ccccc2)cc1S(=O)(=O)N1CCOCC1	3%	4%	-3%	-1	0.4
41	CN(C)c1ccc(C(C(=O)NC(C)(C)C)N(C(=O)c2csnn2)C2CC2)cc1 (stereo not drawn)	7%	0%	-9%	-1	-2.1
42	O=C(O)CN1C(=O)/C(=C\c2cc(Br)ccc2OCc2ccccc2Cl)SC1=S	33%	-27%	-12%	0	3.5
43	O=C(COC(=O)CC1CCCCC1)Nc1c(Cl)cccc1Cl	-10%	-1%	10%	-1	0.4
44	O=c1ccc2c(o1)/C(=C/C=C(Cl)Cl)CCC2	-13%	0%	-9%	-8	-1.1
45	CCOC(=O)c1cccc(NC(=O)CSc2nnc(C)n2Cc2ccccc2)c1	37%	1%	-10%	nt	-2.0
46	O=C(N/N=C/c1ccc2nccnc2c1)c1cccc([N+](=O)[O-])c1	-13%	-4%	-7%	3	0.0
47	COC(=O)C[C@@H]1C=C[C@@H](NC(=O)NC2CCCC2)[C@@H](CO)O1	-10%	1%	5%	-2	1.1
48	O=C(COC(=O)CCOc1ccccc1)NCc1ccco1	nt	-1%	3%	?	-2.8
49	O=Nc1c(O)n(Cc2cccc(C(F)(F)F)c2)c2ccccc12	11%	18%	-22%	1	3.4

item	PLK1 PBD block	EPAC1 agonist	EPAC1 antagonist	WRN helicase inh
37	5%	-21%	-23%	2%
38	-8%	-5%	?	1%
39	-13%	11%	2%	10%
40	-2%	11%	-2%	-7%
41	-3%	0%	-29%	4%
42	17µM*	5%	40µM*	56µM*
43	1%	3%	-2%	4%
44	-12%	5%	-6%	-7%
45	-4%	-6%	6%	5%
46	-14%	12%	10%	-6%
47	-4%	-10%	23%	0%
48	-19%	5%	9%	?
49	-5%	4%	-19%	-3%
